SV40 large T antigen – SV40 large T antigen inhibitors, biochemical (AID 1903). SV40 large T antigen ATPase/helicase inhibition assay; higher % means a stronger effect. inhibition, % at 20 µM, or IC50 in µM where a hit was titrated. 310,000 compounds, 0.39% hits; in the data active means a potency from the dose series; further: strong numbers were not always called active
Myeloid diff MLP – promotes myeloid progenitor differentiation. AID 624256. 360,000 compounds, 1% hits. ER-HoxA9 myeloid progenitors, lysozyme-GFP differentiation, flow cytometry. calls only at 10 µM;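 active means normalized GFP-positive differentiation at or above the plate's own cutoff, the solvent-only control mean plus 3 SD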;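 further: cells exposed to compound for four days before flow analysis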
bCat nuc transl – alters nuclear translocation of beta-catenin in HeLa cells. immunofluorescence imaging. nuclear translocation activity, % at 5 µM. 190,000 compounds, 0.3% hits. AID 1665;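 active means nuclear translocation activity above 50% at 5 µM, with a well cell count of 50 or more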;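 further: per-cell ratio of nuclear to cytoplasmic median beta-catenin stain intensity; plate controls were DMSO negative control for no effect and GSK-3 inhibitor IX positive control for full effect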
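test system = HeLa cells, endogenous beta-catenin | dosing = single 5 µM dose plus 0.02–20 µM confirmation series | times = compound treatment 24 h, 37°C, 5% CO2 | technique = beta-catenin immunofluorescence imaging with DAPI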
RSV CPE inhibition – RSV antiviral activity via CPE protection, HEp-2 cells, primary 10 µM value included (AID 2391); HEp-2 cells, RSV-induced CPE inhibition; higher % means a stronger effect; CPE inhibition, % at 10 µM, or IC50 in µM where a hit was titrated; 310,000 compounds, 0.13% hits; in the data active means a potency from the dose series; further: strong numbers were not always called active
T cell HTS – modulates CD8 T cell binding to vesicles; 2C CD8+ T cell-vesicle binding, flow cytometry; active compounds read low; calls only at 7 µM; 330,000 compounds, 0.068% hits;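 active means response, share of CD8 T cells binding vesicles, and their 90th percentile fluorescence all below set limits, cut at about 80% in these data, passing the limit was not always enough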
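Benchmarks: naked versus QL9-loaded vesicles / Assay system: purified 2C TCR transgenic mouse naive CD8+ T cells / Technique: high-throughput flow cytometry with anti-B7-1 and anti-CD8 staining / Timing: Cell–vesicle co-incubation 1.5 h at 37 °C, staining 20 min on ice / Read-out: percent CD8+ FL2 mean versus row control / Probe or stimulus: QL9-loaded Drosophila micro-vesicles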
Salmonella PhoP GFP – PhoP-dependent GFP reporter repression – Salmonella Typhimurium, primary screen (AID 1863). 300,000 compounds, 0.16% hits. S. Typhimurium PhoP-regulated promoter GFP reporter, 4 h; higher % means a stronger effect. one-dose inhibition, % at 50 µM; IC50 in µM for titrated hits;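 active means inhibition over 29.93%, a cutoff 3 SD above the screen mean, later confirmed by dose response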;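 further: 0% = low Mg2+ inducing control and 100% = high Mg2+ repressing control; strong numbers were not always called active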
WT yeast gro inh – growth inhibition of WT yeast, mitochondrial fusion screen. 190,000 compounds, 2.1% hits. mitochondrial fusion phenotypic screen, WT strain. inhibition, % at 10 µM. AID 1362; in the data active means inhibition above about 58%; tested in S. cerevisiae
Rac1 GTP hydrolysis – MgcRacGAP GTPase-activating activity inhibitors, confirmation, biochemical, ADP Hunter fluorescence. MgcRacGAP-stimulated Rac1 GTP hydrolysis, ADP Hunter fluorescence; higher % means a stronger effect; GST-tagged Rac1 F28L mutant substrate. one-dose inhibition, % at 30 µM; IC50 in µM for titrated hits. 340,000 compounds, 0.6% hits. AID 624330;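 active means first-screen hits whose inhibition reached a set limit at any dose in the follow-up dose series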;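 further: fluorescence reports GDP produced by GAP-driven GTP hydrolysis; strong numbers were not always called active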
West Nile antiviral – inhibition of WNV-induced cytopathic effect – cell-based, CPE readout (AID 1621). West Nile virus-infected cells, CPE inhibition; higher % means a stronger effect. CPE inhibition, % at 10 µM, or IC50 in µM where a hit was titrated. 290,000 compounds, 0.02% hits; in the data active means a potency from the dose series; further: strong numbers were not always called active
WT yeast gro inh mutant strain – also measured in WT yeast gro inh; calls as there; inhibition, %; mitochondrial fusion phenotypic screen, mutant strain inhibition
bCat nuc transl cell count 5 µM – also measured in bCat nuc transl; calls as there; cell count; measured here: cell count, cytotoxicity flag
T cell HTS vesicle-bound % – second read-out of T cell HTS, no call of its own (marks repeat the call); double positive events, %; measured here: CD8+ vesicle-bound cell fraction;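 binding gate set so that unloaded-vesicle control wells show 10% double positive cells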
Myeloid diff MLP GFP+ MAC1+ % – also measured in Myeloid diff MLP; calls as there; GFP+ MAC1+ double positive, %; measured here: differentiation confirmed by MAC1 staining
The depositor's hits bear a star; i = inactive; x = not tested or not shown; + = active, no number.

SMILES	SV40 large T antigen	Myeloid diff MLP	Myeloid diff MLP GFP+ MAC1+ %	bCat nuc transl	bCat nuc transl cell count 5 µM	RSV CPE inhibition	T cell HTS	T cell HTS vesicle-bound %	Salmonella PhoP GFP	WT yeast gro inh	WT yeast gro inh mutant strain	Rac1 GTP hydrolysis	West Nile antiviral
Cn1cccc1/C=C1/SC(=O)N(CC(=O)N2CCCC2)C1=O	16%	i	1.0	-0.7	1148	1.1%	i	60	0%	0	1	0%	-0.4%
COc1ccccc1CNC(=O)C(C)n1nc(C)c2c(C)n(-c3ccccc3)nc2c1=O (centres undefined)	27%	i	1.2	x	x	x	i	30	0%	x	x	10%	0.6%
Cc1c(CCO)c(=O)[nH]n1S(=O)(=O)c1ccc([N+](=O)[O-])cc1	6%	i	1.3	x	x	0.1%	i	19	-1%	x	x	5%	-0.3%
CC(=O)c1ccc(OCC(=O)N(C2CCCCC2)C2CCS(=O)(=O)C2)cc1 (centres undefined)	10%	i	0.4	x	x	-1.6%	i	48	0%	x	x	4%	x
Cn1cnnc1SC1CCCCC1NS(=O)(=O)c1ccccc1 (centres undefined)	2%	i	1.8	1.5	1463	1.8%	i	40	5%	-11	-8	4%	0.3%
COC(=O)c1ccc2c(c1O)C(=O)c1ccccc1C2=O	0%	i	0.6	-0.2	744	-1.8%	i	30	17%	66*	51*	7%	2.0%
Cc1cc(C)cc(C(=O)NCC(=O)NNC(=O)CSc2ccccc2F)c1	x	i	1.5	x	x	1.7%	i	41	x	x	x	4%	x
COc1cc(Nc2nc(SCC#N)nc3ccccc23)cc(OC)c1OC	x	i	0.7	2.9	1464	2.0%	i	34	6%	-16	-44	5%	-0.7%
CC(=O)N1CCN(Cc2nc3cc(NC(=O)Nc4ccccc4)ccc3n2C)CC1	12%	i	0.9	-0.5	1483	-1.1%	i	19	-3%	3	6	-3%	-0.1%
COc1ccc(N2CCN(C(=O)CCc3c[nH]c4ccccc34)CC2)cc1	28%	i	0.1	-0.4	1112	0.3%	i	54	6%	11	-22	16%	-0.2%
COc1cccc(OCCNC(=O)c2ccc(C)cc2)c1	15%	+	4.1*	x	x	7.5%	i	64	-7%	x	x	-10%	0.0%
COc1ccc(NC(=O)Cc2c(Sc3ccccc3)c3ccccc3n2C)cc1	17%	i	0.4	-3.2	573	1.3%	i	40	11%	2	26	8%	0.2%
CCN1C(=S)N[C@@H](c2ccccc2)C(C(=O)OC)=C1C	19%	i	2.2	x	x	1.3%	i	23	2%	x	x	0%	-1.0%
CN(C)C(=O)CSc1nc(-c2ccccc2)c(-c2ccccc2)o1	-5%	i	0.2	0.6	1451	5.3%	i	55	-8%	4	18	3%	-1.2%
Cc1oc(-c2ccccc2F)nc1CS(=O)(=O)CC(=O)N1CCN(c2ccccc2)CC1	0%	i	1.8	x	x	2.8%	i	24	7%	11	10	9%	-0.5%
CC(C)N1CCC(N2CCN(Cc3cccnc3)CC2CCO)CC1 (centres undefined)	12%	i	0.5	-2.0	1024	3.0%	i	41	6%	-9	-4	11%	0.1%
COc1ccc(-n2c(-c3ccco3)nc3c(cnn3-c3ccc(C)cc3)c2=O)cc1	17%	i	0.0	-1.8	1350	4.6%	i	36	-9%	x	x	3%	-0.1%
CC(C)n1c(SCC(=O)N2CCN(C(=O)c3ccco3)CC2)nc2c1c(=O)n(C)c(=O)n2C	24%	i	0.1	1.0	1361	3.4%	i	29	-4%	x	x	10%	0.0%
Cc1sc(NC(=O)Nc2ccccc2)c(C(N)=O)c1C	1%	i	0.5	-1.5	1137	7.4%	i	41	1%	1	6	10%	-0.7%
CC(C)(C)c1cc(OC(=O)C2CCCC2)ccc1O	3%	i	0.0	x	x	4.7%	i	50	7%	x	x	7%	0.1%
Cc1cc(C)n(-c2ccc(NC(=O)C3CCCCN3C(=O)c3cc(C)oc3C)cc2)n1 (centres undefined)	19%	i	1.1	x	x	1.4%	i	26	-2%	x	x	5%	0.1%
c1cncc(-c2noc(-c3ccco3)n2)c1	-2%	i	1.3	-2.1	944	2.5%	i	21	1%	3	3	13%	0.4%
Cc1cc(SCC(=O)Nc2cccc(S(=O)(=O)N3CCOCC3)c2)nc2ccccc12	5%	i	0.2	-4.5	971	8.2%	i	31	2%	21	4	8%	-1.1%
O=C(O)/C=C\C(=O)Nc1ccccc1N1CCN(c2ccccc2)CC1	8%	i	0.4	x	x	0.7%	i	43	-3%	x	x	16%	-1.0%
O=C(CSc1nc2ccccc2c(=O)n1-c1ccccc1)N1CCC1	7%	i	0.1	-5.9	1129	-1.0%	i	32	-7%	-13	-3	13%	-0.1%

Given with values under each structure: four of the compounds above.
Below each compound – SV40 large T antigen, Myeloid diff MLP, Myeloid diff MLP GFP+ MAC1+ %, bCat nuc transl, bCat nuc transl cell count 5 µM, RSV CPE inhibition, T cell HTS, T cell HTS vesicle-bound %, Salmonella PhoP GFP, WT yeast gro inh, WT yeast gro inh mutant strain, Rac1 GTP hydrolysis, West Nile antiviral
- Cc1oc(-c2ccccc2F)nc1CS(=O)(=O)CC(=O)N1CCN(c2ccccc2)CC1
→ 0%, i, 1.8, x, x, 2.8%, i, 24, 7%, 11, 10, 9%, -0.5%
- CC(=O)N1CCN(Cc2nc3cc(NC(=O)Nc4ccccc4)ccc3n2C)CC1
→ 12%, i, 0.9, -0.5, 1483, -1.1%, i, 19, -3%, 3, 6, -3%, -0.1%
- COC(=O)c1ccc2c(c1O)C(=O)c1ccccc1C2=O
→ 0%, i, 0.6, -0.2, 744, -1.8%, i, 30, 17%, 66*, 51*, 7%, 2.0%
- COc1cc(Nc2nc(SCC#N)nc3ccccc23)cc(OC)c1OC
→ x, i, 0.7, 2.9, 1464, 2.0%, i, 34, 6%, -16, -44, 5%, -0.7%

Other results.
SMILES	SV40 large T antigen	Myeloid diff MLP	Myeloid diff MLP GFP+ MAC1+ %	bCat nuc transl	bCat nuc transl cell count 5 µM	RSV CPE inhibition	T cell HTS	T cell HTS vesicle-bound %	Salmonella PhoP GFP	WT yeast gro inh	WT yeast gro inh mutant strain	Rac1 GTP hydrolysis	West Nile antiviral
CC(C)C(=O)c1cc2c(cc1NC(=O)c1ccccc1)OCCO2	15%	i	4.4	x	x	2.2%	i	8	-10%	-4	20	5%	0.3%
O=C(Nc1ccnc(-c2cccnc2)n1)c1ccc(Cl)cc1	4%	i	4.0	x	x	-1.1%	i	22	-1%	0	12	11%	0.5%
CC(=O)Nc1ccc(NS(=O)(=O)c2ccc(OC(C)C(=O)N3CCOCC3)cc2)cc1 (centres undefined)	0%	i	1.6	x	x	-0.3%	i	56	-1%	x	x	10%	x
CC(C)c1nc2n[nH]c(N)c2c2c1CCC2	8%	i	0.2	-3.8	1202	5.9%	i	43	10%	-16	-8	1%	-0.1%
CCN1CCN(CC(O)COCCOc2ccc(Br)cc2)CC1 (centres undefined)	9%	i	0.3	5.1	463	3.4%	i	51	19%	-8	-19	6%	-1.1%
CC1CCN(C(=O)COC(=O)c2cc(Cl)c3c(c2)OCO3)CC1	x	i	1.8	x	x	1.2%	i	42	x	x	x	3%	x
COCCCNC(=O)CNC(=O)c1nn(-c2ccc(OC)cc2OC)c(=O)c2ccccc12	4%	i	0.4	x	x	0.8%	i	40	-10%	x	x	4%	0.6%
CC(=O)c1cc(C#N)c(SCCC(C)C)nc1C	1%	i	0.4	-0.4	1007	-0.2%	i	44	-2%	-3	2	4%	0.3%
CCCc1cc(=O)[nH]c(SCC(=O)N(C)C2CCS(=O)(=O)C2)n1 (centres undefined)	4%	i	0.3	0.2	1114	0.7%	i	46	-2%	9	13	11%	0.3%
Cc1nn(C(C)C(=O)NCCc2cccs2)c(=O)c2nn(-c3ccccc3)c(C)c12 (centres undefined)	0%	i	1.9	x	x	x	i	24	13%	x	x	11%	-0.3%
COc1ccc(C(C(=O)NC2CCCC2)N(CCC(C)C)C(=O)CCC(=O)Nc2cc(C)on2)cc1 (centres undefined)	9%	i	1.0	x	x	3.5%	i	16	1%	x	x	11%	-1.2%
COc1ccc(NC(=O)c2ccc(NC(=O)COC(=O)c3cnc(C)cn3)cc2)cc1	7%	i	0.9	x	x	-1.3%	i	26	0%	x	x	0%	x
O=C(Cn1c(NCCCCl)nc2ccccc21)c1ccccc1	x	i	0.4	x	x	-0.2%	i	46	x	x	x	11%	x
CCC(=O)N[C@@H]1CC(C(C)(C)NC(=O)CC)CC=C1C (some centres undefined)	6%	i	0.7	-1.8	852	0.8%	i	27	-2%	4	4	9%	0.1%
Cc1nc2cc(-c3cccc(F)c3)nn2c(C)c1CCC(=O)N1CCN(c2ccccn2)CC1	x	i	1.6	-0.9	1077	2.1%	i	39	-7%	4	-3	-2%	0.2%
Cc1ccc(S(=O)(=O)N2CCCC2C(=O)OCC(=O)Nc2ccc3c(c2)OCO3)cc1 (centres undefined)	22%	i	0.4	-4.8	954	2.3%	i	37	6%	-21	-13	3%	-0.1%
CCOC(=O)N1CCC(NS(=O)(=O)c2cc(Br)cc3c2N(C(=O)CC)CC3)CC1	9%	i	0.3	-5.4	1221	7.6%	i	21	-10%	4	-4	3%	x
CC1=C(C(=O)OCCOC(C)C)C(c2cc3c(cc2Br)OCO3)C2=C(CCCC2=O)N1 (centres undefined)	0%	i	6.1	x	x	0.9%	i	40	2%	3	15	5%	-0.6%
CCc1ccccc1NC(=O)C1CCCN(S(=O)(=O)c2ccc3c(c2)CC(C)N3C(C)=O)C1 (centres undefined)	x	i	2.8	x	x	0.8%	i	46	x	x	x	3%	-1.1%
O=C(Cc1n[nH]c(=O)c2ccccc12)N1CCN(c2ccc(F)cc2)CC1	7%	i	0.3	-0.3	1095	0.7%	i	34	0%	3	-16	3%	-0.8%
CN(Cc1c(F)cccc1Cl)C(=O)c1cnc2ccccc2n1	4%	i	1.0	x	x	0.9%	i	21	-4%	x	x	-1%	-1.0%
COCCN(CC(=O)NCC1CCCO1)C(=O)CCC(=O)Nc1ccccn1 (centres undefined)	-4%	i	0.4	3.1	1030	3.4%	i	40	-7%	4	11	1%	-0.2%
CCCCOC(=O)c1cccc(NC(=O)CCC(=O)O)c1	9%	i	1.3	-0.7	987	0.3%	i	38	2%	-4	1	0%	0.1%
O=C(NC(=S)NNC(=O)c1ccccc1[N+](=O)[O-])c1ccccc1	-6%	i	0.8	-2.5	506	0.2%	i	26	4%	-1	-9	12%	0.0%
Cc1onc(-c2ccccc2)c1C(=O)NCC1CCN(C(=O)c2c(-c3ccccc3)noc2C)CC1	-3%	i	1.5	1.3	1409	1.8%	i	17	1%	16	0	1%	-0.4%
COc1cc(-c2nnc(COc3ccc(Cl)cc3C)o2)cc(OC)c1OC	5%	i	0.7	x	x	-0.8%	i	41	-11%	6	-7	0%	-0.6%
CCC(=O)Nc1ccc(Cl)c(NC(=S)NC(C)=O)c1	8%	i	0.4	-4.3	1050	2.0%	i	56	-6%	-8	2	14%	0.5%

Source: PubChem
